SMARCA2 activ: activators of SMARCA2 function; MG213 cells, MMTV-luciferase reporter, dexamethasone, overnight; activation, % at 9.1 µM; actives 1% (n = 370,000); in the data active = activation above about 7.8%;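 note: 0% = vehicle wells and 100% = reference activator wells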
ASAP1 inh: blocks human ASAP1-stimulated Arf1 GTP hydrolysis | actives 0.19% (n = 360,000) | GDP FP detection | AID 624377 | inhibition, % at 16.5 µM | Q9ULH1; in the data active = inhibition above about 25%;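 note: 0% = vehicle with enzyme and substrate and 100% = no enzyme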
rCAG RNA binder: molecules binding r(CAG) RNA repeats | r(CAG) RNA repeat, TO-PRO-1 dye displacement fluorescence | inhibition, % at 3 µM | actives 1.3% (n = 370,000) | AID 651821;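 active = inhibition above the plate cutoff, the mean of all test compounds on that plate plus 3 SD, cut at about 35% in these data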;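 note: 0% = DMSO alone and 100% = 100 µM mitoxantrone as full dye displacement; higher means more dye released from RNA so lower well fluorescence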
ARFGAP1 inh: inhibitors of rat ARFGAP1; Q62848; inhibition, % at 16.5 µM; Arfgap1-stimulated ARF1 GTP hydrolysis, GDP FP detection; actives 0.26% (n = 360,000);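 active = inhibition above a per-plate limit, mean inhibition of low control wells plus 3 SD, cut at about 25% in these data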;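 note: 0% = DMSO wells with enzyme and 100% = wells lacking Arfgap1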
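Assay system: Rat Arfgap1 GAP domain (His6, aa 1-136), purified enzyme | Buffer or medium: HEPES 25 mM pH 7.5, NaCl 150 mM, MgCl2, DTT | Schedule: GTP hydrolysis reaction 2 h at 25 °C | Signal: FP of antibody-bound GDP Alexa 633 tracer, ex 620/em 688 nm | Measure: Percent inhibition of Arfgap1-stimulated GTP hydrolysis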
NPR1 activator: GC-A (human) enzyme activation | P16066 | HEK293 GC-A cells, cGMP TR-FRET, EC30 ANP; 0% at EC30 ANP, 100% saturating ANP | activation, % at 10 µM | actives 0.14% (n = 370,000); in the data active = activation above about 40%
Target sequence (P16066 whole entry, looked up): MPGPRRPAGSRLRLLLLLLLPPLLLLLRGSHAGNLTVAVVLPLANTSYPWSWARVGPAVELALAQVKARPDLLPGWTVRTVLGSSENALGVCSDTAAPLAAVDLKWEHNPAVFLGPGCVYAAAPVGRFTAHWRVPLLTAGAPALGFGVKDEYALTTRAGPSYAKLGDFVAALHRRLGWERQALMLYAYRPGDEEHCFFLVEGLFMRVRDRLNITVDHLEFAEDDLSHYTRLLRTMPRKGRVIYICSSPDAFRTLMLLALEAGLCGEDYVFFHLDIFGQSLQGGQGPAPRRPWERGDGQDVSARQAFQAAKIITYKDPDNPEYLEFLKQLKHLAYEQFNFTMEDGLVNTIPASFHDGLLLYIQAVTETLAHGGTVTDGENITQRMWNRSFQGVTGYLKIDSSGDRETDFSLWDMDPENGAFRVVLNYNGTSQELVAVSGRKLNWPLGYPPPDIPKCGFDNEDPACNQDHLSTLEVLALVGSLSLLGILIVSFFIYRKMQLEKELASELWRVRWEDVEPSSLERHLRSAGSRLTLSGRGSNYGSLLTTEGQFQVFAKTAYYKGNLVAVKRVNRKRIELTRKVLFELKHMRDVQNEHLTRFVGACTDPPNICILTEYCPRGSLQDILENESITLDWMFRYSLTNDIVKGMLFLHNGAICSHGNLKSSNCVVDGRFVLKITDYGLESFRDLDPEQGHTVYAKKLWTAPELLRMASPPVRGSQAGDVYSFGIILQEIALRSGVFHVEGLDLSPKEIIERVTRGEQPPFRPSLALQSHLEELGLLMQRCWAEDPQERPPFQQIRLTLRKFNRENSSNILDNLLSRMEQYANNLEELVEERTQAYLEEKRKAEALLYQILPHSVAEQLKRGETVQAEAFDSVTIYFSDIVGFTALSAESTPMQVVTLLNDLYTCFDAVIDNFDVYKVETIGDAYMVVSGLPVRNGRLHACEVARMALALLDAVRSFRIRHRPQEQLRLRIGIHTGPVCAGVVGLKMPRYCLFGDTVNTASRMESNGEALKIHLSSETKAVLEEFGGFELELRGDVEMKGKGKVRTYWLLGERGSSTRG
GC-B act: GC-B (human) receptor activation; HEK293-GC-B cells, CNP EC30, cGMP TR-FRET; 0% at EC30 CNP, 100% saturating CNP; activation, % at 10 µM; actives 0.11% (n = 370,000);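 active = activation at 10 µM reaching about 35% in either raw or pattern-adjusted values, limit read from the data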
HTRA1 inh: inhibitors of human serine peptidase HTRA1; inhibition, % at 5.96 µM; actives 0.5% (n = 340,000); recombinant HTRA1, FP-rhodamine activity-based probe, fluorescence polarization; Q92743; in the data active = inhibition above about 36%;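 note: 0% = enzyme with DMSO and 100% = wells lacking enzyme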
ABHD4 inh: inhibits mouse alpha/beta hydrolase domain 4; actives 0.54% (n = 370,000); Q8VD66; purified mABHD4, FP-Rh probe fluorescence polarization; inhibition, % at 8.92 µM;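 active = inhibition exceeding the mean over every tested compound plus 3 SD, cut at about 30% in these data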;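 note: 0% = plate median of compound wells and 100% = S159A mutant with DMSO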
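Assay system: mABHD4 protein; medium: HEPES pH 7.0, NaCl, Pluronic buffer; dosing: 8.92 µM, single dose; schedule: 45 min + 60 min at 25 °C; signal: FP readout, ex 525 nm / em 598 nm; read-out: normalized percent inhibition of probe labeling; repeats: single replicate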
PG9 Ab binder: PG9 antibody binding by small molecule. TR-FRET gp120-PG9 antibody binding. inhibition, % at 6.7 µM. actives 0.43% (n = 360,000). AID 624416; in the data active = inhibition above about 8.5%
NR1D1 modulator: modulates human Rev-erb alpha binding to DNA. actives 0.79% (n = 370,000). Rev-erbα–FITC-DNA binding, fluorescence polarization, 90 min. P20393. activity, % at 10 µM;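 active = activity above about 14%, limit read from the data; passing the limit was not always enough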;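 note: 0% = DMSO wells with 35 nM protein and 100% = DMSO wells with 750 nM protein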
An asterisk follows results filed as active; . = no result given; & = joins results of further samples. Rows are unselected; overall some 4.4% were active at least once.

SMILES	SMARCA2 activ	ASAP1 inh	rCAG RNA binder	ARFGAP1 inh	NPR1 activator	GC-B act	HTRA1 inh	ABHD4 inh	PG9 Ab binder	NR1D1 modulator
Cc1cc(/C=C(\C#N)C(=O)NCc2ccco2)c(C)n1C1CCCC1	5	7	-1	2	1	2	-13	-3	-1.9	6
CS(=O)(=O)c1ccc(C(=O)NNC(=O)c2cccs2)cc1	-1	-3	3	-13	1	3	0	8	1.9	-3
CC(=O)Nc1cccc(C(=O)NN2C(=O)NC3(CCC(C)CC3)C2=O)c1 (stereo unspecified)	-1	1	1	-17	2	1	2	6	0.3	1
N/C(=N\OC(=O)c1ccc2ccccc2c1)c1ccccn1	-3	8	0	1	8	-1	-17	-6	-0.2	-6
CCOc1cc(C(=O)NC(C)C2CCCO2)cc(OCC)c1OCC (stereo unspecified)	-3	7	-5	-3	-1	0	1	4	-0.9	-4
CCOc1cccc(CNc2ccc(O)cc2)c1OCc1ccc(Cl)cc1Cl	-2	-13	19	-9	-1	-5	60*	66*	-7.5	5
C[C@@H]1CCC[C@@]2(O[C@@H](CCO)C[C@H](O)[C@H]2O)O1	0	9	8	16	-2	3	4	-13	1.6	1
Cc1ccc(S(=O)(=O)N2CCN(C(=O)c3ccc(OCc4c(C)noc4C)cc3)CC2)cc1	-7	-11	-6	-2	-5	-3	-4	-2	0.4	-2
COCCCNC(=S)N1CCCN(c2nc3c(C)c(C)ccc3cc2C#N)CC1	-3	-4	-8	7	-2	0	-5	3	-0.3	5
Cc1ccnc2ccc(SC(F)(F)F)cc12	-1	-1	-3	6	0	4	2	-6	2.1	-6
O=C(NN1CCOCC1)c1cc(Cl)ccc1Cl	0	5	-3	3	3	4	-1	-2	0.7	5
Cc1ccc2nc3c(c(C(=O)OC4CCOC4=O)c2c1)CCCC3 (stereo unspecified)	-4	4	3	10	-2	-12	-6	1	-2.0	-2
CCOC(=O)CNS(=O)(=O)CCN1C(=O)c2ccccc2C1=O	-2	1	0	4	-1	3	2	-6	-1.6	3
Cc1cc(C)n2nc(SCC(=O)N(CC(C)C)c3c(N)n(CC(C)C)c(=O)[nH]c3=O)nc2n1	-4	-21	-4	-4	5	3	2	4	1.1	-1
COc1ccc(NC(=S)NC(=O)/C=C/c2ccco2)cc1	0	-2	6	17	0	0	-11	1	-1.8	5
CCCn1c(=O)c(C(=O)Nc2ccccc2N)c(O)c2ccccc21	-4	8	2	3	-2	3	25	0	-1.8	2
CC(C)(C)N1Cc2nnn(Cc3ccccc3)c2-c2cc(N3CCCC3)ccc2S1(=O)=O	-4	.	4	.	-9	-2	.	24	.	-1
COc1cc(OC)cc(C(=O)NNC(=O)CCCOc2ccccc2)c1	-2	7	3	-8	0	-3	-4	2	-0.7	4
COc1ccc(-c2ccc(C#N)c(SCC(=O)OCc3ccccc3)n2)cc1OC	1	12	8	1	2	0	-41	-22	1.9	5
COc1ccc(NC(=O)Cn2cnc3c(cnn3-c3ccc(C)c(C)c3)c2=O)c(OC)c1	0	-6	5	6	12	-9	-4	5	3.8	-3
COc1ccccc1C(=O)NCCC(=O)NCC(c1ccco1)N1CCCCC1 (stereo unspecified)	0	-1	-7	8	5	-3	-2	3	1.7	-2
COc1ccc2c(CN(C)c3ccccc3)cc(=O)oc2c1	0	-7	13	-10	0	-3	-16	3	-0.9	0
Cc1ccnc(NC(=O)C(C)N2C(=O)c3ccccc3S2(=O)=O)c1 (stereo unspecified)	-2	5	1	0	-1	4	-1	-2	-2.3	-5
Cc1ccc(C(=O)c2c(NC(=O)c3cccnc3)sc3c2CCCC3)cc1	2	12	4	5	1	-4	-40	2	-1.4	-1
O=C(COC(=O)c1cccc(Cl)c1)Nc1cc(S(=O)(=O)N2CCOCC2)ccc1N1CCOCC1	-1	5	4	-1	-4	0	-7	1	-0.9	8
O=C(Nc1nc(-c2cccnc2)cs1)c1ccccc1[N+](=O)[O-]	-5	22	0	3	-4	-2	7	-8	-3.0	3
CC(C)NC(=O)Nc1ccc2c(c1)C(=O)N([C@@H](C)CO)C[C@H](C)[C@H](CN(C)S(=O)(=O)c1ccccc1)OCCCC[C@H](C)O2	-2	8	2	-4	1	11	-1	0	-0.6	-2
N/C(=N\OC(=O)c1ccccc1)c1cccnc1	4	-6	-1	-2	1	-6	-5	0	-0.4	-1
COc1ccc(N(C(=O)CCl)C(C(=O)NC2CCCCC2)c2cccnc2)cc1 (stereo unspecified)	-6	70*	-2	-8	-11	4	9	6	0.1	3
C[C@H](CO)N1C[C@H](C)[C@@H](CN(C)C(=O)Nc2ccccc2)Oc2ncc(C#CC3CCCCC3)cc2C1=O	-1	1	5	3	0	3	-46	-1	0.8	-3
COc1ccc(-n2nc(C(=O)Nc3ccc4c(c3)OCO4)c3ccccc3c2=O)c(OC)c1	3	14	0	-8	-8	-5	1	3	1.1	0
Cc1cc2occ(CC(=O)Nc3nnc(C4CC4)s3)c2cc1C	1	0	0	1	-3	-4	-9	0	-0.3	-7
Cn1c(CC(=O)Nc2ccc(Cl)c(Cl)c2)nnc1SCC(=O)NCc1ccccc1	-2	-4	1	5	-7	-9	-1	-8	-0.7	4
COc1ccc(C(=O)c2ccsc2N)cc1	1	12	1	-4	3	-3	18	8	0.2	1
COc1cccc(NC(=O)COC(=O)CC(NC(N)=O)c2ccc(Cl)cc2)c1 (stereo unspecified)	-5	6	-1	-2	1	3	1	3	-0.5	-7
CN(C)c1ccc(Cc2ccc(N(C)C)cc2)cc1	-1	-10	2	2	8	-3	7	4	-0.1	10
COc1ccc(Cl)cc1NC(=O)CN1C(=O)CSC1=O	0	3	3	-2	-1	0	-6	5	0.5	-1
Cc1nccc2oc(=O)c(NC(=O)c3ccc(Cl)cc3)cc12	7	2	3	-11	6	2	4	-1	-1.1	-2
O=C(N/N=C\c1ccc2c(c1)OCO2)c1ccco1	6	-7	-3	12	0	3	6	5	-2.4	-2
O=C(c1ccccc1)N1CCN(c2ccc(NCc3ccc4c(c3)OCO4)cc2)CC1	0	7	9	13	4	0	30	19	-1.1	2

The closing five entries of the part before are carried over, then new ones follow.
SMILES	SMARCA2 activ	ASAP1 inh	rCAG RNA binder	ARFGAP1 inh	NPR1 activator	GC-B act	HTRA1 inh	ABHD4 inh	PG9 Ab binder	NR1D1 modulator
CN(C)c1ccc(Cc2ccc(N(C)C)cc2)cc1	-1	-10	2	2	8	-3	7	4	-0.1	10
COc1ccc(Cl)cc1NC(=O)CN1C(=O)CSC1=O	0	3	3	-2	-1	0	-6	5	0.5	-1
Cc1nccc2oc(=O)c(NC(=O)c3ccc(Cl)cc3)cc12	7	2	3	-11	6	2	4	-1	-1.1	-2
O=C(N/N=C\c1ccc2c(c1)OCO2)c1ccco1	6	-7	-3	12	0	3	6	5	-2.4	-2
O=C(c1ccccc1)N1CCN(c2ccc(NCc3ccc4c(c3)OCO4)cc2)CC1	0	7	9	13	4	0	30	19	-1.1	2
CN1C(=O)/C(=C/c2ccccc2OCc2cccc(F)c2)N(C)C1=S	0	5	4	-5	3	-3	-28	-16	-0.6	5
CCC(=O)N1CCc2cc(Br)cc(S(=O)(=O)N3CCCCC3CC)c21 (stereo unspecified)	2	-8	1	0	1	0	-8	-1	1.3	5
COc1cc(CCCN2C(=O)C(=O)NC[C@@H]2Cc2ccc(O)cc2)cc(OC)c1OC	0	8	0	-1	-5	2	-4	-12	0.7	-1
CN(C)c1ccc(/C=N/N2CCN(c3ccccn3)CC2)cc1	3	5	-7	12	-8	2	1	6	-5.9	0
CCCCC1=CC2=C(c3ccco3)C(=O)C(C)(OC(=O)c3ccc(OC)cc3)C(=O)C2=CN1CCCOC(C)C (stereo unspecified)	-1	9	-1	-3	-1	0	17	6	1.1	3
CCN(CC)S(=O)(=O)c1ccc(C)c(NC(=O)CNc2cccc(S(=O)(=O)N3CCCC3)c2)c1	-2	-9	0	-11	-4	-1	0	6	0.1	1
O=[N+]([O-])c1cc2c(cc1/C=N\NS(=O)(=O)c1ccccc1)OCO2	-1	-2	2	13	4	0	-3	11	-1.3	0
CCC(=O)N=c1ccn(C2=Nc3ccccc3NC2=C(C#N)C#N)cc1	-4	-7	2	-1	0	-2	1	-4	-3.0	4
Cc1cccc(N2C(=O)CC(N3CCN(Cc4ccc(Cl)cc4)CC3)C2=O)c1 (stereo unspecified)	-2	9	-5	6	1	-2	3	-2	-1.3	-1
O=C(/C=C/c1cccc([N+](=O)[O-])c1)N1CCN(c2ccccc2F)CC1	-1	-5	0	-5	2	-3	-4	2	-1.0	2
O=C(Nc1nc2ccc(C(=O)N3CCCCC3)cc2s1)C1CCCCC1	2	-5	-2	5	-1	-2	5	0	-0.3	8
CC1CCCCC1NC(=O)CCCc1nc2ccccc2c(=O)[nH]1 (stereo unspecified)	-1	1	-5	2	-2	-6	-3	-4	-0.2	3
CO[C@@H]1CN(C)C(=O)c2ccc(NS(=O)(=O)c3c(C)noc3C)cc2OC[C@@H](C)NC[C@@H]1C	2	8	5	2	2	2	.	-1	2.5	-4
CCOc1ccc(CC(=O)Nc2ccc(S(=O)(=O)Nc3cc(C)on3)cc2)cc1OCC	-3	4	22	-4	2	3	-4	-1	1.1	-1
CCC(NC(=O)CCCc1ccccc1)c1ccccc1 (stereo unspecified)	-4	-1	-1	0	-1	3	7	-8	-0.6	1
Cc1cccc(CN2CCN(C3CN(Cc4cn(Cc5ccccc5)nn4)S(=O)(=O)C3)CC2)c1 (stereo unspecified)	-6	-6	-1	0	4	2	.	-7	0.8	-2
Cc1cccc(NC(=O)c2cc(NC(=O)CCCC(=O)O)ccc2Cl)n1	0	2	-1	21	1	-1	-6	7	0.1	0
C=CCn1c(=O)c(C(=O)Nc2ncccc2O)c(O)c2ccccc21	-1	8	1	1	3	3	5	6	-0.8	0
CC1(C)CC(=O)c2cc(C(=O)NCc3ccco3)c(=O)n(-c3ccccc3)c2C1	1	1	-1	0	0	2	1	-1	0.3	4
COC(=O)c1cc2c(C(F)(F)F)nn(C)c2s1	-3	-5	1	0	-1	-2	.	2	1.5	-1
CO[C@@H]1[C@@H](OC(N)=O)[C@@H](O)[C@H](Oc2ccc3c(O)c(NC(=O)c4ccc(O)c(CC=C(C)C)c4)c(=O)oc3c2C)OC1(C)C	-1	-9	50*	-8	5	-1	.	15	-0.8	-2&-2
Cc1ccc(CNS(=O)(=O)c2cc3c4c(c2)C(C)C(=O)N4CCC3)cc1 (stereo unspecified)	-4	-13	2	-2	1	-1	5	4	1.9	-2
O=C(Cn1cc(C(=O)C2CC2)c2ccccc21)NCc1ccc2c(c1)OCO2	-5	10	4	7	-10	-6	-5	0	-1.4	-6
COC(=O)CCCNC(=O)c1ccc(S(=O)(=O)NCc2ccco2)cc1	-3	-5	1	-6	2	6	0	3	1.0	-5
CC(C)CN1C(=O)c2ccc(C(=O)Nc3ccccc3C(=O)O)cc2C1=O	5	7	56*	-3	-4	-4	-14	-6	1.0	3
CCOC(=O)c1oc2ccccc2c1NC(=O)COc1cccc(OC)c1	-3	0	-1	-10	-10	-11	-4	-1	-1.3	23*
